# CBFb-RUNX1 inh: blocks binding between human CBF-beta and RUNX1; AlphaScreen CBFb-His/RUNX1-biotin binding, biochemical; Potency, µM (doses to about 59.8 µM), inactives show at the highest dose activity, negative = inhibition, usual class: inhibitors; Q01196+Q13951; AID 1477; 230,000 tested, under 10 active; note: % of control where 0% means no effect
# Target sequence (Q01196 whole entry, looked up): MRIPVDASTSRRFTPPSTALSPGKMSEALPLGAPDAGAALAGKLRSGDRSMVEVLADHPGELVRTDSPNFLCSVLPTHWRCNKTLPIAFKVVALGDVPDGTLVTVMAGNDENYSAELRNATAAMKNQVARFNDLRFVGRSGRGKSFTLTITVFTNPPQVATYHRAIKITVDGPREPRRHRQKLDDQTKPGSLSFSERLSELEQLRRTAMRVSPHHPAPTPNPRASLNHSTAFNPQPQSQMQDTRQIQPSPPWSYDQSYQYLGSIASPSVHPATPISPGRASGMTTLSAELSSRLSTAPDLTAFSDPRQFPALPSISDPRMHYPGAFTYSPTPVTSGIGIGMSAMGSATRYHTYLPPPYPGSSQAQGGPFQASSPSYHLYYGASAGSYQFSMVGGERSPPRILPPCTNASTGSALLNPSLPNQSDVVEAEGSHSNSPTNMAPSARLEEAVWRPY
# Target sequence (Q13951 whole entry, looked up): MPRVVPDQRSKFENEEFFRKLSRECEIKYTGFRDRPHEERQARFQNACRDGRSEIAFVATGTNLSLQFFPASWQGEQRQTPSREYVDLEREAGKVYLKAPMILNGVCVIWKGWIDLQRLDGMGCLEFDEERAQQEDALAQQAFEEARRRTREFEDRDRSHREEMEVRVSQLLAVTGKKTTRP
#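 CBFb-His/RUNX1-biotin, 30 nM each, preincubated 20 min RT; compound 15 min RT; Ni + streptavidin beads 50 ng each, 90 min RT; AlphaScreen read.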
# IMPase Li cell: cell-permeable IMPase inhibitors with lithium potentiation | CHO-M1 cells, IP1 TR-FRET (IP-One), carbachol + lithium | Potency, µM (titrated, usually from 59.4 µM), for the others: top-dose activity, negative = IMPase inhibition, usual class: inhibitors | hit rate 0.35% among 210,000;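 note: IP1 builds up when IMPase is blocked and the TR-FRET signal falls; potency is the fitted concentration of half-maximal effect; plate controls were basal vehicle for no effect and high inhibitor control for full effect; nearly all actives have a fitted effect of over 50% in size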
#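 Test compounds were applied to CHO-M1 cells previously cultured for 16–30 h at 2000 per well. A small lithium amount accompanied them; after 30 min at 37C, IP1 was quantified by TR-FRET.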
# Luc counter: Kinase-Glo luciferase inhibition (counter-screen). AID 1379. hit rate 0.28% among 200,000. Potency, µM (series often up to 38.3 µM), without a hit: at the highest dose activity change, negative = inhibition, usual class: inhibitors. Q27757. Kinase-Glo luciferase, ATP luminescence, 8 min; note: potency is the fitted concentration of half-maximal effect; % is set by controls: 0 for no effect and ±100 for the full control effect; nearly all actives have a fitted effect of over 60% in size
#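 Compounds were added to a substrate mix at pH 7.2 (50 mM imidazole, 10 uM ATP, within the enzyme's linear range), followed by Kinase-Glo detection reagent; luminescence was measured after 8 minutes at ambient temperature.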
# SMN2 splice up: enhancers of SMN2 splice variant expression. hit rate 2.8% among 210,000. Potency, µM (series often up to 46.1 µM), inactives show top-dose activity change, positive = activation, usual class: activators. AID 1458. HEK293 SMN2-luciferase splicing reporter, luminescence, 30-36 h; note: potency is the fitted concentration of half-maximal effect; % of control where 0% means no effect; nearly all actives have a fitted effect of over 55% in size
#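 HEK293 cells carry an SMN2 […]–luciferase reporter in which exon 7 inclusion puts luciferase in frame. Cells were plated 10-12 h before compound addition, then incubated 30-36 h at 37C. ONE-Glo luminescence was read; sodium butyrate at 4.5 mM final served as control.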
# HTT cytoprotect: cytoprotection in Huntington HTT-Q103 PC12 cell model | Potency, µM (highest dose often 56.4 µM), inactives show cytoprotection (ATP increase), hits mostly activators | hit rate 0.14% among 230,000 | PC12 HTT-Q103 induced, cytoprotection, ATP luminescence, 40 h;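 note: potency is the fitted concentration of half-maximal effect; % of control where 0% means no effect; nearly all actives have a fitted effect of over 45% in size; toxic huntingtin expression switched on by the ecdysone agonist tebufenozide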
#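 Readout: ATPlite luminescence (ATP level). Model: stable PC12, inducible Htt exon1 Q103-GFP. Inducer: tebufenozide, 100 nM final. Compounds: dose series. No G418 in medium.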
# Lamin A splicing: LMNA splicing modulation | HeLa LMNA splicing GFP/RFP minigene ratio, 48 h | Potency, µM (doses to about 46.1 µM), for inactives: top-dose ratio change, negative = inhibition, actives largely listed as inhibitors | hit rate 0.01% among 200,000 | AID 1487; active = well fitted inhibition curve with a large enough effect in the signal ratio, with a control signal flat, not every such curve was filed as active; inconclusive = small, poorly fitted or top-dose-only effect, or effect the other way, or a change in a side signal; the % refers to the signal ratio; note: potency is the fitted concentration of half-maximal effect; % is set by controls: 0 for no effect and ±100 for the full control effect
#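 Read-out is the ratio of GFP to DsRed2 object intensity, acquired by 488 nm laser-scanning cytometry on HeLa lamin A-EGFP minigene reporter cells. Compound incubation 48 hrs at 37 °C in Opti-MEM with 2% FBS; DMSO 0.5% final.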
# HttQ103 aggreg: reduces HttQ103-GFP aggregates in PC12 cells. hit rate 1.1% among 220,000. Potency, µM (top dose mostly 46.1 µM), without a hit: at the top dose activity change, negative = inhibition, usual class: inhibitors. AID 1688. PC12 HttQ103-GFP aggregates, Acumen cytometry, 40 h; note: potency is the fitted concentration of half-maximal effect; % is set by controls: 0 for no effect and ±100 for the full control effect; nearly all actives have a fitted effect of over 60% in size
#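 Steps: seed 1500 PC12 HTTQ103-GFP cells/well; add tebufenozide, 100 nM final; add compound titration; add ATPLite reagent; quantify GFP aggregates by laser scanning cytometry.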
# * = called active by the depositor; ? = inconclusive; . = no result given; [ ] = another dose, or the depositor's remark. Unless noted, calls come from the whole dose curve; as a rule, active = well fitted curve in the direction sought with a large enough effect; inconclusive = small, poorly fitted or top-dose-only effect, or another doubt; inactive = no such curve, though single readings can be large; an effect the other way counts as inactive or inconclusive.
no. | mol | HTT cytoprotect | SMN2 splice up | Luc counter | IMPase Li cell | HttQ103 aggreg | CBFb-RUNX1 inh | Lamin A splicing
1 | COc1ccc(-c2nn(C)c3sc(C(=O)NCc4ccco4)cc23)cc1OC | 1% | 5% | 0% | ? | -11% | -9% | -7%
2 | CC(=O)c1ccc(N2CCN(C(=O)Nc3ccc(F)cc3F)CC2)cc1 | -7% | -36%[inhibitor] | 9% | -6% | -2% | 8% | -1%[46 µM]
3 | COc1ccc(-c2c[n+]3c(n2-c2c(C)n(C)n(-c4ccccc4)c2=O)CCCCC3)cc1 | -25% | 2% | -2% | 12% | 18% | 7% | 7%[9.22 µM]
4 | CN1CCN(C(=S)NC(=O)/C=C/c2ccccc2Cl)CC1 | 10%[10 µM] | . | -1% | 6% | 1%[9.22 µM] | -9% | ?
5 | CCOC(=O)C1CCN(Cc2cnc(NC(=O)OC)s2)CC1 | -2% | ? | 9% | 0%[38.3 µM] | 8% | 5% | -3%
6 | CC#CCN1c2ccccc2[C@]23C[C@@H](C(=O)OC)N(S(=O)(=O)c4cccs4)C2=NC(C(=O)OC)=C(C(=O)OC)[C@H]13 | -19%[10 µM] | 6%[9.22 µM] | -2%[7.66 µM] | 1% | . | 4%[13.1 µM] | -5%[9.22 µM]
7 | CC(C)CC(NC(=O)COc1ccccc1)C(=O)O (centres undefined) | ? | ? | 1% | 4%[38.3 µM] | -11% | 2% | 10%
8 | O=C(CNC(=O)c1cccc(Br)c1)NCCc1nc2ccccc2[nH]1 | -25% | -16% | -4% | 7%[38.3 µM] | -7% | 1% | 1%
9 | O=C(NC1CCCCC1)C1CC(=O)N(c2ccc(Cl)cc2)C1 (centres undefined) | 5% | -15% | 1% | 13%[38.3 µM] | 16% | -1% | 5%
10 | Cc1ccc(C(=O)NC(=S)Nc2ccccc2C(F)(F)F)c(C)c1 | 16%[10 µM] | -20% | 2% | 19% | 3% | -1% | -2%
11 | CCCCNC(=O)c1cc(C)nc2ccccc12 | 6%[10 µM] | . | . | . | -13%[9.22 µM] | 5% | .
12 | O=C(Nc1ccccc1F)N(Cc1ccc(F)cc1)Cc1nc2ccccc2c(=O)[nH]1 | -41%[inhibitor] | 6% | -1% | -18% | 7% | -7% | .
13 | COc1cc(/C=N/NC(=S)NCc2ccco2)cc(OC)c1OC | -4%[1.9 µM] | 35µM* | 1% | -9% | 6% | -4% | ?
14 | NC(=O)COC(=O)CCCc1c[nH]c2ccccc12 | -9% | 26% | 19% | 31%[38.3 µM] | -9% | 2% | 8%
15 | COC(=O)c1cccc(Nc2nc(-c3cccnc3)nc3ccccc23)c1 | 15%[10 µM] | . | . | . | 20%[9.22 µM] | 13% | .
16 | CS(=O)(=O)c1ccc2nc(NC(=O)C3CCCCC3)sc2c1 | -6% | -13% | -3% | -4%[38.3 µM] | -12% | -2% | -4%
17 | Cc1cccc(NC(=S)N(c2ccccc2)C(C)C)c1C | 30%[10 µM] | . | . | . | ? | -3% | -11%
18 | CCC(C)Sc1nc2c(cnn2-c2ccc(C)c(C)c2)c(=O)[nH]1 (centres undefined) | -7% | 5% | 4% | 22%[38.3 µM] | -8% | -3% | 2%
19 | CS(=O)(=O)c1ccc(N2CCN(C3CC(=O)NC3=O)CC2)cc1 (centres undefined) | -4% | 28% | 1% | 2%[38.3 µM] | -17% | 6% | -2%
20 | COC(=O)c1cnn(-c2ccccc2)c1N | 2%[10 µM] | . | . | . | 2%[9.22 µM] | 11% | .

# SMN2 splice up: entries above that show a hit
cpd	mol	SMN2 splice up	IMPase Li cell	CBFb-RUNX1 inh	Lamin A splicing
13	COc1cc(/C=N/NC(=S)NCc2ccco2)cc(OC)c1OC	35µM*	-9%	-4%	?

# The listing picks up, starting three compounds before the break.
no. | mol | HTT cytoprotect | SMN2 splice up | Luc counter | IMPase Li cell | HttQ103 aggreg | CBFb-RUNX1 inh | Lamin A splicing
18 | CCC(C)Sc1nc2c(cnn2-c2ccc(C)c(C)c2)c(=O)[nH]1 (centres undefined) | -7% | 5% | 4% | 22%[38.3 µM] | -8% | -3% | 2%
19 | CS(=O)(=O)c1ccc(N2CCN(C3CC(=O)NC3=O)CC2)cc1 (centres undefined) | -4% | 28% | 1% | 2%[38.3 µM] | -17% | 6% | -2%
20 | COC(=O)c1cnn(-c2ccccc2)c1N | 2%[10 µM] | . | . | . | 2%[9.22 µM] | 11% | .
21 | CN(C)CCOCCOc1ccc(Cl)cc1C(C)(C)C | 9%[10 µM] | . | 4% | 10% | -2%[9.22 µM] | 5% | -16%[46 µM]
22 | CN1C(C(=O)NCC2CC2)CC2Cn3c(nc4cc5ccccc5cc43)C21 (centres undefined) | 10%[10 µM] | . | . | . | -11%[9.22 µM] | -29% | .
23 | O=C(CN1CCN(C2CCCCC2)CC1)c1c[nH]c2ccccc12 | 7% | ? | -11% | 5%[38.3 µM] | 13% | -3% | 14%
24 | Cc1cccc(S(=O)(=O)NNC(=O)c2cc(-c3ccc(F)cc3)nc3ccccc23)c1 | 4%[10 µM] | -29% | -2% | 17% | 14% | 2% | 3%[46 µM]
25 | CCOc1ccc(C(=O)Nc2ccc(N3CCN(C(C)=O)CC3)cc2)cc1[N+](=O)[O-] | -4%[1.9 µM] | -10% | 0% | 8% | 24%[9.22 µM] | -5% | ?
26 | CCCCCCNc1cc(C)oc(=O)c1C(C)=O | . | 4% | 3% | 4% | 8% | -6% | -7%
27 | CC1=C/C(=N\OC(=O)/C=C/c2ccccc2)C(C)=CC1=O | -25% | 13% | -1% | -6%[38.3 µM] | 9% | 3% | 13%[0.0737 µM]
28 | Cn1cccc1Cc1nnc(SCC(=O)NCCc2ccccc2)n1-c1ccc(F)cc1 | -5% | -5% | -3% | 1%[38.3 µM] | 7% | -8% | 5%
29 | O=c1[nH]c(O)c(/C=C2\C=Nc3ccccc32)[nH]1 | -29%[10 µM] | . | . | . | 8%[9.22 µM] | -21% | .
30 | CCOC(=O)C1(Cc2ccccc2Cl)CCN(C(=O)CCn2ccnc2C)CC1 | 15%[10 µM] | . | -1% | 15% | 2%[9.22 µM] | 4% | ?
31 | Cc1cc(C(=O)COc2ccc(Cl)cc2Br)c(C)n1C | -41%[inhibitor] | 7% | 4% | 13% | -4% | -16% | ?
32 | O=C(CSCc1ccccc1Cl)Nc1c[nH]c(=O)[nH]c1=O | . | ? | -10% | -12% | -5% | 2% | 11%
33 | Clc1ccc2nc(CN3CCCc4ccccc43)cn2c1 | -5%[10 µM] | -16% | -3% | 35%[activator][38.3 µM] | -11% | ? | -10%
34 | C=CCNc1nc2ccccc2nc1NS(=O)(=O)c1cccs1 | -11%[0.074 µM] | ? | -3% | 11%[38.3 µM] | 1% | 4% | 2%
35 | Cc1cccc(N(CC(=O)N/N=C/c2ccccc2C(=O)O)S(C)(=O)=O)c1C | -1%[10 µM] | . | . | . | 19%[9.22 µM] | 10% | .
36 | COc1cccc(-n2c(CNc3ccc(F)cc3)nnc2SCC(N)=O)c1 | -13%[10 µM] | 20% | -4% | 15%[38.3 µM] | 4% | 8% | -16%
37 | CCCC(=O)Nc1nnc(-c2ccco2)s1 | -1% | ? | -2% | 22%[38.3 µM] | -1% | -1% | -6%
38 | Cn1c(=O)cc2c3c(c(N4CCCCC4)ccc31)C(=O)c1ccccc1-2 | -12%[10 µM] | . | . | . | 6%[9.22 µM] | ? | .
39 | O=C(N/N=C/c1ccccn1)c1ccc(S(=O)(=O)N2CCCCCC2)cc1 | -4% | -25% | -1% | 0% | -4% | 1% | 2%[9.22 µM]
40 | CC(C)CCNC(=O)C1CC(c2cccc(F)c2)=NO1 (centres undefined) | -2%[10 µM] | . | . | . | 0%[9.22 µM] | 9% | .
41 | COc1cc(O)cc(/C=C/c2ccccc2)c1 | -128%[inhibitor] | ? | -3% | 2% | . | 13% | .
42 | COCc1ccc(CN2CCCC(CO)(Cc3cccc(OC)c3)C2)o1 (centres undefined) | -12%[10 µM] | . | . | . | -3%[9.22 µM] | 4% | .
43 | O=C(c1ccc(O)cc1)c1ccc(O)cc1O | -8%[10 µM] | . | . | . | -26%[9.22 µM] | 7% | 8%[46 µM]
44 | O=C(CCn1c(=S)oc2ccccc21)Nc1ccc(F)cc1 | -39%[inhibitor] | 15% | 1% | ? | -2% | -4% | .
45 | Cn1c(=O)c2c(n(C)c1=O)=NC1(CCCCC1)N=2 | 0% | ? | 1% | 33%[38.3 µM] | 11% | 7% | 4%
46 | Cc1ccc(C)c(N2CCN(C(=O)C34CC5CC(C3)CC(n3nnc(C)n3)(C5)C4)CC2)c1 | 9%[10 µM] | . | . | . | 2%[9.22 µM] | 0% | .
47 | OCC1CCCCN1CCNCc1cn[nH]c1-c1cccc2ccccc12 (centres undefined) | 1%[10 µM] | . | . | . | -42%[9.22 µM] | 11% | .
48 | O=C(Nc1ncc(Cc2cccc(Cl)c2)s1)C1=NCCN1 | 27% | 10% | -1% | -13%[38.3 µM] | -28% | -2% | -5%
49 | Cc1cccc2cc(CN(CC3CCCO3)C(=O)NC3CCCCC3)c(=O)[nH]c12 (centres undefined) | -17% | -12% | -4% | 5%[38.3 µM] | 2% | -6% | -5%
50 | c1ccc(-n2ncc3c2ncn2cnnc32)cc1 | -9% | 7% | -2% | -9%[38.3 µM] | 3% | 0% | -1%
51 | CC(=O)NC(NC(=S)Nc1ccccc1Br)C(Cl)(Cl)Cl (centres undefined) | 21% | 6% | -2% | 7% | -17% | 1% | .
52 | CCN(Cc1ccccc1)C(=O)CCc1nnc(CCCc2ccccc2)o1 | -4%[10 µM] | . | . | -3% | -19%[9.22 µM] | 10% | .
53 | O=C(NCCc1ccccc1)C(=O)NC1CCCCC1 | 11% | 58% | -2% | 20%[38.3 µM] | -10% | 1% | 6%
54 | O=C(NNS(=O)(=O)c1ccccc1)c1ccncc1 | 9% | -13% | -1% | -1%[38.3 µM] | 3% | 18% | -3%
55 | CCOC(=O)C(NC(C)=O)C(=O)Nc1ccc(C(C)(C)C)cc1 (centres undefined) | -11% | -3% | 2% | -8% | 5%[9.22 µM] | 0% | ?

# Taken from above:
# entry 44 in SMN2 splice up shows 15%
# entry 47 in CBFb-RUNX1 inh shows 11%
# entry 51 in HttQ103 aggreg shows -17%
# entry 49 in Lamin A splicing shows -5%
# entry 53 in CBFb-RUNX1 inh shows 1%

# Rows are unselected; overall some 4% were active at least once.
